FXN GAA850 act = increases GAA850 frataxin promoter reporter activity; AID 540364; HEK293 lucGAA850 FXN promoter luciferase reporter, 24 h; percent of 10 µM SAHA response; activation, % at 6 µM; actives 0.56% (n = 360,000);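 active = activation above the average of all compounds screened plus 3 SD, cutoff fixed separately per campaign, cut at about 7.5% in these data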;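 note: 0% = DMSO wells and 100% = 10 µM SAHA wells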
hgDAF-12 ag = hgDAF-12 agonism, primary luciferase screen. AID 687014. HEK293 GAL4-hgDAF12 UAS-luciferase reporter, agonist luminescence; normalized to butyrate control. actives 1.8% (n = 370,000). activation, % at 6.8 µM;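 active = activation above a cutoff set at the mean of all screened compounds plus 3 SD, cut at about 10% in these data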;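 note: 0% = DMSO wells and 100% = sodium butyrate wells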
SMARCA2 activ = SMARCA2 function activation, primary screen | activation, % at 9.1 µM | MG213 cells, MMTV-luciferase reporter, dexamethasone, overnight | actives 1% (n = 370,000); in the data active = activation above about 7.8%;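 note: 0% = vehicle wells and 100% = reference activator wells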
ssDAF-12 act = activators of S. stercoralis DAF-12 nuclear receptor | HEK293 ssDAF-12/GRIP1 lit1-tk-luc reporter, luminescence; % of 3 µM dafachronic acid response | activation, % at 6.8 µM | actives 1% (n = 370,000);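 active = activation above the mean over all tested compounds plus 3 SD, cut at about 0.9% in these data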;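 note: 0% = DMSO-only wells and 100% = 3 µM delta7-dafachronic acid wells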
NPR1 activator = GC-A (human) enzyme activation; P16066; actives 0.14% (n = 370,000); AID 1671463; HEK293 GC-A cells, cGMP TR-FRET, EC30 ANP; 0% at EC30 ANP, 100% saturating ANP; activation, % at 10 µM; in the data active = activation above about 40%
Target sequence (P16066 whole entry, looked up): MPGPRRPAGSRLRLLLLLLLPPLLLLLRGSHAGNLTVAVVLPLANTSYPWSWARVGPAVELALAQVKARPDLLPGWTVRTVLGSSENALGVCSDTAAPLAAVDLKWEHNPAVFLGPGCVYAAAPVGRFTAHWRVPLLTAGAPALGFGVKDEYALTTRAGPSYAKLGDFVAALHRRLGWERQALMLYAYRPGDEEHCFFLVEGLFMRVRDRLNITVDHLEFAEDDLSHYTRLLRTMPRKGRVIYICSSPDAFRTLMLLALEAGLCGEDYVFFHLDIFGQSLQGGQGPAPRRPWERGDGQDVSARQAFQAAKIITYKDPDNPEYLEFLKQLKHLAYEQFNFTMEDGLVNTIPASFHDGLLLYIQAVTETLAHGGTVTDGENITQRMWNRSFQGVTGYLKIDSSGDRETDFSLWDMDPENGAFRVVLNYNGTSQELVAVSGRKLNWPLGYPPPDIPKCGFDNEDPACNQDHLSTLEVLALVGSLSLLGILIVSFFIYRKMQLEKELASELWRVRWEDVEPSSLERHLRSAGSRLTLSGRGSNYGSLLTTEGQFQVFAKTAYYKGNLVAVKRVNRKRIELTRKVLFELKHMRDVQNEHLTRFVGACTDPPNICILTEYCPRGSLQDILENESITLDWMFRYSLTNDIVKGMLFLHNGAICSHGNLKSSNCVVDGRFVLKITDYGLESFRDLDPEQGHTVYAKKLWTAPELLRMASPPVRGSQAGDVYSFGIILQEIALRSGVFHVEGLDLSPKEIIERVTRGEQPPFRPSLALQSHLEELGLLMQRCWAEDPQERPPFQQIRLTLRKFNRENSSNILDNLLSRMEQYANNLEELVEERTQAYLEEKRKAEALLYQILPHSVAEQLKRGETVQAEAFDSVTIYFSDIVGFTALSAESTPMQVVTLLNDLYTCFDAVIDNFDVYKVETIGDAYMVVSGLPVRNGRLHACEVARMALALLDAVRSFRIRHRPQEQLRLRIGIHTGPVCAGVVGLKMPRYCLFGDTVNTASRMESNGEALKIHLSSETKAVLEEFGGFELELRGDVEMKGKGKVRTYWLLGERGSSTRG
HGIII-sPLA2 inh = Inhibits HGIII-sPLA2 liposome hydrolysis, primary screen. Q9NZ20. QFRET BODIPY PC-A2 liposome hydrolysis, fluorescence. inhibition, % at 12.2 µM. actives 0.56% (n = 370,000). AID 743126;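 active = inhibition above mean plus 3 SD of compounds lying within the high and low control bounds, cut at about 19% in these data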;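 note: 0% = median of test compound wells and 100% = no enzyme DMSO wells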
GC-B act = GC-B (human) receptor activation | P20594 | HEK293-GC-B cells, CNP EC30, cGMP TR-FRET; 0% at EC30 CNP, 100% saturating CNP | activation, % at 10 µM | actives 0.11% (n = 370,000) | AID 1920062;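 active = activation at 10 µM reaching about 35% in either raw or pattern-adjusted values, limit read from the data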
ADAM10 inh = inhibitors of human ADAM10. O14672. recombinant ADAM10, EDANS/DABCYL FRET peptide cleavage, 3 h. inhibition, % at 7 µM. actives 0.62% (n = 370,000);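 active = inhibition above a per-campaign cutoff equal to the mean of compounds falling between control-based bounds plus 3 SD, cut at about 20% in these data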;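 note: 0% = DMSO wells while the 100% control is not disclosed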
DAX1 inh-1 = NR0B1 (DAX1) inhibition; AID 504766; inhibition, % at 6.75 µM; actives 0.99% (n = 340,000); HEK293 Gal4-DAX1 luciferase reporter, luminescence; P51843;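 active = inhibition above the mean over all tested compounds plus 3 SD, cut at about 4.2% in these data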;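 note: 0% = DAX1-transfected cells with DMSO and 100% = empty-vector control cells with DMSO; inhibition shows as a rise in luminescence from relieved DAX1 repression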
hcDAF-12 act = activates DAF-12 receptor from parasite H. contortus. HEK293 hcDAF-12 lit1-tk-luc reporter, luminescence; 0% DMSO, 100% Δ7-dafachronic acid. activation, % at 6.8 µM. actives 1.4% (n = 370,000);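 active = activation above the mean of all tested compounds plus 3 SD, cut at about 5.5% in these data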;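 note: 100% = response to 3 µM Δ7-dafachronic acid high control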
DAX1 inh-2 = blocks DAX1 repression of SF-1 activated StAR promoter; HEK293T StAR-luciferase reporter, SF-1/DAX-1 repression relief; inhibition, % at 6.8 µM; actives 1.1% (n = 370,000); AID 652010;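 active = inhibition above the mean over all tested compounds plus 3 SD, cut at about 3.6% in these data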;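 note: 0% = DAX-1 cells with DMSO and 100% = cells lacking DAX-1 with DMSO; higher inhibition means more luminescence from relief of DAX-1 repression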
Numbers without * were called inactive; x = not tested or not shown; & = joins results of further samples.

Compound,FXN GAA850 act,hgDAF-12 ag,SMARCA2 activ,ssDAF-12 act,NPR1 activator,HGIII-sPLA2 inh,GC-B act,ADAM10 inh,DAX1 inh-1,hcDAF-12 act,DAX1 inh-2
O=C(Nc1ccccn1)c1ccc(Cl)c(S(=O)(=O)N2CCOCC2)c1,2.2,-0.9,-1,-0.5,-3,8,4,-5,0.2,-0.7,-0.5
Oc1ccc(/C=N/N2CCCCC2)c(O)c1,6.2,3.0,3,-0.8,2,-4,1,3,1.0,0.4,0.1
COc1ccc(OC)c(S(=O)(=O)N2CCC(C(=O)Nc3ccc(C)c(C)c3)CC2)c1,-4.9,-7.5,-5,-2.4,-2,-31,3,-2,-3.0,-3.7,-1.6
Cc1ccccc1/C=C/c1cc[n+](C)cc1,2.4,1.8,-5,-0.1,3,13,8,-38,-0.5,0.1,-0.2
COC(=O)c1sccc1NC(=S)N1CCN(c2cc(C)ccc2C)CC1,1.6,1.9,-4,-0.8,-4,7,-4,-10,1.1,0.7,0.4
CC(C)N(c1ccccc1)c1ccc(NC(=O)C2CCCO2)cc1 (configuration not stated),2.3,3.5,-3,-1.2,4,2,6,-13,-1.6,0.3,-1.0
CC1CN(C(=O)C(C)N2CCN(c3cccc(Cl)c3)CC2)CC(C)O1 (configuration not stated),1.8,-3.6,1,-1.1,-1,3,1,0,-1.0,-1.6,-0.3
CC(C)Cc1nnc(NC(=O)CC(C)c2ccccc2)s1 (configuration not stated),1.3,1.4,-1,-0.7,1,-4,4,1,1.7,-0.5,0.4
COc1cc(CC(NC(C)=O)C(=O)NC2CCN(c3nc(C)cc(C)c3C#N)CC2)cc(OC)c1 (configuration not stated),0.1,0.1,0,-1.0,-14,6,-17,-1,0.1,-0.8,0.6
Cc1cc(NC(=O)COC(=O)c2cccc(O)c2)no1,1.3,-1.5,0,-0.4,-2,0,-2,-2,0.8,1.1,0.2
O=C(NCc1ccco1)c1ccc(N2CCCC2=O)cc1,2.6,-0.9,7,-1.1,-5,2,-1,8,-1.0,-1.1,0.3
CCCn1c(NCc2ccccc2NS(=O)(=O)c2ccc(C)cc2)nc2ccccc21,-3.8,-1.4,-2,-0.7,-6,2,-16,4,-0.9,1.1,0.1
CN(CC(=O)Nc1ccc(F)c(F)c1)S(=O)(=O)c1cccc2nsnc12,-0.8,0.8,1,-1.5,1,-4,-2,1,2.1,-1.6,-1.1
O=C(/C=C/c1ccccc1[N+](=O)[O-])N1CCN(C(=O)c2ccco2)CC1,1.5,3.6,-1,-1.0,3,-2,-5,2,0.7,-0.8,0.0
O=C(c1ccc(NS(=O)(=O)c2cccc(F)c2)cc1)N1CCCCC1,0.1,-1.0,1,-1.5,-2,-4,-4,-7,-0.4,-0.3,0.0
CCN=C1SC(C(=O)Nc2cccc(Cl)c2)CC(=O)N1CC (configuration not stated),-0.8,-0.6,5,-0.3,-3,-4,-1,4,2.8,-0.9,0.5
CCOC(=O)N1CCN(C(=O)CN(C2CCCCC2)S(C)(=O)=O)CC1,0.1,-0.9,-3,-0.7,3,3,7,-10,0.4,-1.7,-0.3
C=CCn1c(SCc2nc3ccccc3[nH]2)nnc1-c1ccc(OC)cc1,-0.9,-3.2,-2,-1.4,-16,2,-14,-2,-0.5,1.3,-0.8
O=C(COC(=O)c1c2c(nc3ccccc13)CCCCC2)NCc1ccc2c(c1)OCO2,3.6,-0.2,0,-2.1,0,-9,2,2,-0.8,-5.2,-0.7
C/C(=N\NC(=O)COc1ccc(C)cc1[N+](=O)[O-])c1ccc2c(c1)OCCO2,-0.3,-0.7,-1,-0.7,6,-4,3,-1,0.1,-0.6,-1.4
COc1cc(C(C)=O)ccc1OC(=O)CN1C(=O)c2ccccc2C1=O,1.4,-0.6,-2,-1.5,-1,3,-3,7,0.2,0.9,-0.4
O=C(CCl)c1ccc(Cc2ncc(C(F)(F)F)cc2Cl)s1,1.2,-0.6,0,-0.9,8,-26,-8,11,-1.7,0.9,0.7
CC(=O)c1c(C)oc2ccc(O)c(CN3CCOCC3)c12,-1.8,2.2,-2,-1.1,-2,-1,2,6,-0.8,0.1,0.3
COc1cc(C(=O)N(C)CCOc2ccc(C)cc2)ccc1OC1CCN(C(C)=O)CC1,1.3,0.3,-5,-1.2,5,4,-2,1,-0.2,-0.5,0.1
O=C(CCn1nnc(-c2cccs2)n1)NCc1ccccc1Cl,4.7,-0.5,-2,-1.4,1,2,-1,-4,-0.9,-0.6,0.1
CCN1CCN(c2ccc(S(=O)(=O)N3CCCCC3)cc2NC(=O)C(C)Oc2ccc(F)cc2)CC1 (configuration not stated),-1.2,1.5,-5,-1.3,0,-19,1,4,-1.1,-0.1,1.2
CC(C)OCC(O)CS(=O)(=O)Cc1ccccc1 (configuration not stated),-1.1,-1.2,-4,-1.2,5,5,2,1,4.2,2.4,0.8
O=C(Nc1ncccn1)c1ccc([N+](=O)[O-])cc1Cl,3.0,0.6,-1,-1.7,4,13,2,-3,2.2,-0.5,-0.1
COc1nc(-c2ccccc2)ccc1-c1noc(COc2ccccc2)n1,3.0,1.6,-1,-1.2,-1,0,3,-8,0.1,-1.6,0.5
C=CCn1c(SCC(=O)/C(C#N)=C(\C)N)nc2sc(CC)cc2c1=O,-0.8&-3.3,2.3&0.1,-1&0,-1.6&-0.8,-18&-28,3&-4,-9&-6,-14&-3,-0.2&1.6,-0.8&-1.1,-0.6&-0.3
Cc1cc(=O)c2c(=O)[nH][nH]c2[nH]1,-0.9,1.4,-2,-1.0,3,0,2,-8,0.3,0.0,0.2
Cc1ccc(CNC(=O)C2CCC(=O)N(C3CCCC3)C2)c(F)c1F (configuration not stated),1.8,-0.3,9.7*,-0.9,0,6,0,4,0.7,0.0,-0.1
S=C(NNc1ccnc2cc(Cl)ccc12)Nc1ccccc1Cl,2.6,-2.5,-3,-1.7,3,2,-3,-12,-1.1,0.3,-1.3
CC(=O)c1c(C)[nH]c(C(=O)CSc2nc3ccccc3n2C)c1C,-1.8,-5.3,-4,-2.4,1,-12,3,0,-2.8,-3.8,-1.4
COCCNC(=O)c1c(N)[nH]c(C(=O)c2ccc(Br)cc2)c1-c1ccc(Br)cc1,x,-2.5,-2,-0.6,-9,0,-1,-9,x,-0.1,1.1
O=C(NCCCn1ccnc1)Nc1ccc2c(c1)OCO2,0.6,3.4,3,-0.6,2,-4,2,0,0.2,-1.0,-0.1
Nc1nc(CN2CCN(c3ccccc3)CC2)nc(N2CCCc3ccccc32)n1,-1.8,1.3,-4,-1.5,-4,-9,-1,7,-1.0,-0.3,-0.1
CCN(CC)S(=O)(=O)c1ccc(N2CCOCC2)c(NC(=O)c2nn(C(C)C)c(=O)c3ccccc23)c1,0.8,-2.0,0,-1.0,3,5,11,-5,0.1,-0.7,-0.8
Cc1nnsc1S(=O)(=O)c1ccccc1,1.7,-1.1,-1,-1.1,1,0,2,0,1.9,-1.1,0.1
COc1cc(-c2cc(=O)c3c(C)cc(O)cc3o2)cc(OC)c1OC,-1.0,-0.9,-6,-1.4,7,-2,0,-175,0.7,-2.9,-1.6
COc1ccc(COC(=O)c2cccc(S(=O)(=O)N3CCCC3)c2)cc1F,4.5,1.8,-1,-1.1,4,-16,8,0,0.6,-2.9,-1.8
CCN(CC)CCCn1c(C)cc2c(c1=O)C(c1ccccc1)C(C#N)=C(N)O2 (configuration not stated),0.8,-1.0,0,-0.6,-5,0,-3,0,0.5,-1.4,-0.4
CN(CC(=O)NCc1ccccc1F)S(=O)(=O)c1ccc(Cl)cc1,1.4,-0.2,-2,-2.2,-4,-2,1,1,-0.2,-0.4,0.1
O=C(CO/N=C/c1ccccc1)Nc1c(F)c(F)c(F)c(F)c1F,2.7,-1.0,-1,-1.5,1,2,1,-5,0.1,-0.7,-0.5
Cc1ccccc1CCNC(=O)C1CCCN(c2cnccn2)C1 (configuration not stated),-0.3,-0.9,1,-0.9,2,2,5,-31,0.4,0.3,0.1
COc1cccc(NC(=O)CSc2nnc(-c3cccc(OC(C)C)c3)n2N)c1,2.8,-0.9,1,-0.5,0,-10,2,9,0.4,0.6,-0.2
CCCCC(=O)Nc1ccc(C(=O)NCCc2ccccc2)cc1,0.4,5.2,2,0.3,1,-5,-2,0,1.0,0.1,0.2
Cc1ccccc1C(=O)Nc1nnc(CC(=O)N/N=C/c2cn(Cc3ccccc3)c3ccccc23)s1,1.8,-0.1,4,-0.3,-4,-9,0,3,-2.3,-0.3,-0.5

Entries of single compounds, looked up by structure.
Listed for Cc1ccccc1CCNC(=O)C1CCCN(c2cnccn2)C1 (configuration not stated) = FXN GAA850 act: -0.3; hgDAF-12 ag: -0.9; SMARCA2 activ: 1; ssDAF-12 act: -0.9; NPR1 activator: 2; HGIII-sPLA2 inh: 2; GC-B act: 5; ADAM10 inh: -31; DAX1 inh-1: 0.4; hcDAF-12 act: 0.3; DAX1 inh-2: 0.1
Listed for CCCCC(=O)Nc1ccc(C(=O)NCCc2ccccc2)cc1 = FXN GAA850 act: 0.4; hgDAF-12 ag: 5.2; SMARCA2 activ: 2; ssDAF-12 act: 0.3; NPR1 activator: 1; HGIII-sPLA2 inh: -5; GC-B act: -2; ADAM10 inh: 0; DAX1 inh-1: 1.0; hcDAF-12 act: 0.1; DAX1 inh-2: 0.2

Other entries follow:
Compound,FXN GAA850 act,hgDAF-12 ag,SMARCA2 activ,ssDAF-12 act,NPR1 activator,HGIII-sPLA2 inh,GC-B act,ADAM10 inh,DAX1 inh-1,hcDAF-12 act,DAX1 inh-2
COc1ccc(OC)c(NC(=O)c2cccnc2)c1,0.6,-1.6,-2,-1.0,1,15,4,4,0.9,-2.8,-0.3
CCOC(=O)c1cnc2c(C)c(Cl)ccc2c1N1CCN(CC)CC1,4.0,1.4,-2,-1.7,7,-3,-13,-1,0.5,-1.9,-0.3
Cn1cc2cc(NC(N)=S)ccc2n1,0.2,-0.3,2,-2.2,-6,-2,-8,-22,-0.5,0.4,0.3
O=C(c1cc2ccccc2oc1=O)N(Cc1ccccc1)CC1CCCO1 (configuration not stated),0.6,-1.9,0,-1.6,-1,1,-7,1,0.6,-1.1,-0.3
CN(CCOc1ccccc1)C(=O)CCc1c[nH]c2ccccc12,-1.6,1.1,0,-1.0,1,-57,-2,1,0.2,1.4,-0.4
O=C(CC(O)(C(F)(F)F)C(F)(F)F)Nc1ccc(Cl)c(Cl)c1,-12,-12,-8,-3.1,13,-4,11,24*,-7.3,-5.3,-4.0
O=C(NC1CCS(=O)(=O)C1)c1cccc(S(=O)(=O)N2CCCCCC2)c1 (configuration not stated),0.2,0.1,-1,-0.5,-4,-1,7,-6,-0.4,0.0,-0.1
O=C(CN(Cc1cccs1)C(=O)CNS(=O)(=O)c1ccc(F)cc1)NCc1ccco1,-1.2,-0.9,-2,-1.3,3,-5,1,-5,-0.5,0.1,-0.5
